Compound activity (PubChem)
FLuc counter: qHTS profiling assay for firefly luciferase inhibitor/activator using purifed enzyme and Km concentrations of substrates (counterscreen for miR-21 project); 360,000 tested, 6.9% active; purified FLuc, Km substrates, luminescence inhibition; AID 588342, 2011; Potency, µM (top dose mostly 57.5 µM), without a hit: top-dose activity change, negative = inhibition, actives largely listed as inhibitors; Luciferin 4-monooxygenase (Photinus pyralis), P08659;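 note: plate controls were vehicle for no effect and reference inhibitor for full effect; nearly all actives have a fitted effect of over 55% in size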
Target sequence (P08659 whole entry, looked up): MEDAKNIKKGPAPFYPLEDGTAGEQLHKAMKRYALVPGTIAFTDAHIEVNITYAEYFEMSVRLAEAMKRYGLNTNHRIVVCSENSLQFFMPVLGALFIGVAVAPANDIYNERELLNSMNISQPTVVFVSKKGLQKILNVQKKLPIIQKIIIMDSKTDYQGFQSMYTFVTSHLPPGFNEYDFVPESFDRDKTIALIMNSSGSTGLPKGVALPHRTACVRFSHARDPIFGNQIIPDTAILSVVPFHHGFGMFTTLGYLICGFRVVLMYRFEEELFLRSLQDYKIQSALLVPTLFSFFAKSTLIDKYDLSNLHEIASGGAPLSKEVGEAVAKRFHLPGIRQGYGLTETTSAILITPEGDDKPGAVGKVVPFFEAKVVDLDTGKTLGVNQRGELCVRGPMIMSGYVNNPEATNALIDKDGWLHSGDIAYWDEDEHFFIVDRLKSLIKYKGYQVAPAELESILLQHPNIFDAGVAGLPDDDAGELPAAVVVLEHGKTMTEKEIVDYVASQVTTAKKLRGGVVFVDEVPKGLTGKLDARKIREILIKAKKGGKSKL
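Purified P. pyralis luciferase, 10 nM final, with Km-level 10 uM D-luciferin and 10 uM ATP in 50 mM Tris acetate pH 7.5, 10 mM Mg acetate, 0.01% Tween-20, 0.05% BSA; 6-point qHTS titration about 60 µM downward; luminescence read.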
ELG1 genotox: qHTS screen for small molecules that induce genotoxicity in human embryonic kidney (HEK293T) cells expressing luciferase-tagged ELG1; 330,000 tested, 1.3% active; Potency, µM (doses to about 46 µM), for the others: at the top dose activity change, positive = activation, hits mostly activators; HEK293T ELG1-luciferase reporter, luminescence, 16 h; note: % of control where 0% means no effect; nearly all actives have a fitted effect of over 60% in size
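Genotoxicity was scored as increased ELG1-luciferase reporter signal, measured by ONE-Glo luminescence (30 min, room temperature). Compound or vehicle exposure of the HEK293T reporter cells lasted 16 hr at 37°C.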
RORgamma inh: qHTS for inhibitors of ROR gamma transcriptional activity; Nuclear receptor ROR-gamma (Mus musculus), P51450; Drosophila S2 Gal4-RORgamma UAS-luciferase reporter, 20 h; Potency, µM (titrated, usually from 53.6 µM), without a hit: at the highest dose activity change, negative = inhibition, hits mostly inhibitors; 310,000 tested, 5.4% active; note: % is set by controls: 0 for no effect and ±100 for the full control effect; nearly all actives have a fitted effect of over 60% in size
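ROR gamma transcriptional activity was tracked as Gal4-UAS luciferase output in stably transfected Drosophila Schneider cells, with compound added 1 hr before 700 uM copper sulfate induction and a 20 hr ambient-temperature incubation.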
p53 reactivator: qHTS assay for re-activators of p53 using a Luc reporter | 320,000 tested, 0.063% active | Potency, µM (doses to about 92.2 µM), for inactives: at the top dose activity change, positive = activation, usual class: activators | H1299 p53-A138V BP100-luciferase reporter, luminescence, 24 h; note: % of control where 0% means no effect; nearly all actives have a fitted effect of over 45% in size
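p53-null H1299 cells stably carrying temperature-sensitive p53-A138V and a BP100-luciferase reporter were pinned with compounds (4-point, 1:5 series) and held 24 hrs at 37 deg C. Luminescence was read 10 min after detection reagent.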
NPC1 promoter act: qHTS Assay for NPC1 Promoter Activators. Huh7 NPC1 promoter luciferase reporter, 24 h. Potency, µM (highest dose often 9.22 µM), for inactives: at the highest dose activation, hits mostly activators. 320,000 tested, 2.4% active;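 note: % of control where 0% means no effect; nearly all actives have a fitted effect of over 60% in size; reporter is driven by a mutant NPC1 promoter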
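Stable NPC1-promoter luciferase Huh7 line; cpd (DMSO) 24 h, 37 °C, 5% CO2; Amplite luciferase reagent 10 min RT; luminescence readout. qHTS format.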
MBNL1-CUG inh: qHTS Assay for Inhibitors of MBNL1-poly(CUG) RNA binding | Muscleblind-like protein 1 (Homo sapiens), Q9NR56 | TR-FRET MBNL1-His/biotin-(CUG)12 binding, 665/545 ratio | Potency, µM (doses to about 57.5 µM), without a hit: at the top dose activity change, negative = inhibition, hits mostly inhibitors | 280,000 tested, 0.036% active | AID 2675, 2010; active = well fitted inhibition curve with a large enough effect in the signal ratio, with a control signal flat, not every such curve was filed as active; inconclusive = small, poorly fitted or top-dose-only effect, or effect the other way, or a change in a side signal; inactive = no such curve, though single readings can be large or run the other way; the % refers to the signal ratio; note: % is set by controls: 0 for no effect and ±100 for the full control effect
Target sequence (Q9NR56 whole entry, looked up): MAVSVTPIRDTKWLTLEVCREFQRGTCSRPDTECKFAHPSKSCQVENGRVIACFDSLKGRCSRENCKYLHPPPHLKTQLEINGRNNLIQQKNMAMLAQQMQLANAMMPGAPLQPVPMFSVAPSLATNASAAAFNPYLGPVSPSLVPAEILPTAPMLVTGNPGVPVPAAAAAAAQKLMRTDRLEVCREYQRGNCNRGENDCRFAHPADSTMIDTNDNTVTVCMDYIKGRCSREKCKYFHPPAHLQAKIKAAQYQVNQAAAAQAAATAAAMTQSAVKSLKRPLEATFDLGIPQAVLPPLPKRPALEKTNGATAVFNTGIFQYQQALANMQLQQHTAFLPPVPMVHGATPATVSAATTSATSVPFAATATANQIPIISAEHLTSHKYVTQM
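TR-FRET between His-tagged MBNL1 and biotin-(CUG)12 RNA, detected with Tb anti-His antibody (0.055 ng/ul) and streptavidin-XL665 (5 nM), 60 min at room temperature. Compounds titrated 92 nM to 58 uM; 665/545 nm ratio normalized to buffer and complex controls.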
BRCA1 expr up: qHTS Assay to Identify Small Molecule Activators of BRCA1 Expression | MCF7-BRCA1-FFLuc reporter, luminescence, 48 h; response scale: scaled: vehicle 0%, 10 µM genistein 100% | Potency, µM (highest dose often 46.1 µM), without a hit: at the highest dose activation, hits mostly activators | 380,000 tested, 1.1% active; note: nearly all actives have a fitted effect of over 80% in size; some results filed as inactive show a strong effect at the top dose
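Using MCF7 cells harboring a BRCA1 firefly luciferase reporter, plated 2 h before compound pinning, the screen measured luminescence after 48 h incubation. Responses were normalized to DMSO and 10 microM genistein, then fitted for concentration-effect.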
Gal4-VP16 FLuc: VP16 counterscreen qHTS for inhibitors of ROR gamma transcriptional activity; Drosophila S2 Gal4-VP16 UAS-luciferase, luminescence, 20 h; AID 2546, 2010; 310,000 tested, 3.5% active; Potency, µM (titrated, usually from 53.6 µM), for the others: top-dose activity, negative = inhibition, actives largely listed as inhibitors;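 note: Gal4-VP16 expression switched on by copper sulfate through the metallothionein promoter; % is set by controls: 0 for no effect and ±100 for the full control effect; nearly all actives have a fitted effect of over 50% in size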
Rab9 prom act: qHTS Assay for Rab9 Promoter Activators; Huh7 Rab9 promoter-luciferase reporter, luminescence, 24 h; AID 485297, 2010; Potency, µM (highest dose often 9.22 µM), for inactives: at the highest dose activation, negative = inhibition, actives largely listed as activators; 320,000 tested, 2.8% active; note: % of control where 0% means no effect; nearly all actives have a fitted effect of over 60% in size
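Quantitative HTS format; Huh7 Rab9-luciferase reporter cells (1500/well) receive compound 2 h post-plating, incubate 24 h at 37 °C, then get luciferase reagent for 10 min before luminescence reading.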
uPA generation: qHTS for Inhibitors of Cell Surface uPA Generation; 330,000 tested, 0.31% active; cell surface uPA generation assay, qHTS; Potency, µM (highest dose often 38.3 µM), inactives show at the highest dose activity change, negative = inhibition, usual class: inhibitors; AID 540303, 2011; active = well fitted inhibition curve with a large enough effect; inconclusive = small, poorly fitted or top-dose-only effect; inactive = no such curve, though single readings can be large or run the other way; tested in mouse RAW 264.7 cells; note: % is set by controls: 0 for no effect and ±100 for the full control effect; nearly all actives have a fitted effect of over 55% in size
* hit, by the source's call; u = inconclusive; x = no result given; & = joins results of further samples; [ ] = another dose, or the depositor's remark. Unless noted, calls come from the whole dose curve; as a rule, active = well fitted curve in the direction sought with a large enough effect; inconclusive = small, poorly fitted or top-dose-only effect, or another doubt; inactive = no such curve, though single readings can be large; an effect the other way counts as inactive or inconclusive. Potency is the fitted concentration of half-maximal effect.

no.	Molecule	FLuc counter	ELG1 genotox	RORgamma inh	p53 reactivator	NPC1 promoter act	MBNL1-CUG inh	BRCA1 expr up	Gal4-VP16 FLuc	Rab9 prom act	uPA generation
1	Cc1cccc(C)c1NC(=O)CN(C)C(=O)c1ccccc1OCc1ccc(F)cc1	2%	-13%	x	-6%	0%	x	-24%	x	-1%	-3%
2	CCN(CC)C(=O)[C@H]1C[C@H](CC(=O)NCc2ccco2)C(=O)N2CCc3c([nH]c4cc(-c5ccco5)ccc34)[C@]12C	x	-3%	x	-4%	x	x	-31%	x	x	u
3	CCCCN(CC)C(=O)Cn1ncc2c1-c1cc(C)ccc1OC2	6%	1%	-4%	-4%	0%	9%	-8%	1%	-2%	-14%
4	Cc1cccc(C(=O)N[C@H](C(=O)Nc2nc3ccc(S(C)(=O)=O)cc3s2)C(C)C)c1	-10%	-4%	33%	6%	0%	6%	-30%	-11%[10 µM]	5%	2%
5	O=C(NCC1CCCO1)/C(=C\c1cccs1)NC(=O)c1ccccc1 (stereo unspecified)	0%	1%	-1%	-2%	-4%	5%	-7%	-2%	-7%	2%
6	Cc1ccc(S(=O)(=O)NCC(=O)N/N=C/c2ccccc2O)cc1	3%	u	5.6µM*	8%	-9%	9%	-70%	u	-33%[inhibitor]	-4%
7	CC(C)CC(NC(=O)COc1ccccc1)C(=O)O (stereo unspecified)	1%	-1%	-12%	3%	-4%	-10%	-3%	-9%	-7%	0%
8	Cc1cc(C)cc(NC(=O)CS(=O)(=O)c2ccccc2)c1	0%	-2%	20%	-8%	-1%	-3%	-5%	6%	4%	18%
9	Cc1ccsc1/C=N/NC(=O)c1ccc2ccccc2c1	u	u	3.2µM*	-13%	u	7%	u	5.6µM*	u	-13%
10	CN(CCOc1ccc(Br)cc1)CC(O)c1ccccc1 (stereo unspecified)	-4%	-4%	-45%	-4%	11%	-12%	-16%	-28%	-5%	2%
11	O=C(CNC(=O)c1cccc(Br)c1)NCCc1nc2ccccc2[nH]1	2%	-2%	13%	-2%	-3%	-6%	-21%	3%	0%	x
12	O=C(NC1CCCCC1)C1CC(=O)N(c2ccc(Cl)cc2)C1 (stereo unspecified)	-2%	0%	-14%	9%	1%	-11%	-2%	-10%	9%	7%
13	Cc1ccc(C(=O)NC(=S)Nc2ccccc2C(F)(F)F)c(C)c1	-5%	1%	3%	6%	-4%	-3%	11%	-11%	-4%	-4%
14	Cc1noc(C)c1COC(=O)c1csc2c1CCC(C)C2 (stereo unspecified)	u	10%	x	u	2%	x	-33%	x	0%	1%
15	CCCCNC(=O)c1cc(C)nc2ccccc12	-1%	0%	1%	-4%	1%	x	0%	-3%	1%	12%
16	CC1=NN(c2ccccc2)C(=O)C1N=Nc1cccc(O)c1 (stereo unspecified)	8.5µM*	u	u	u	u	u	-24%	u	1%	-2%
17	Cc1nc(NC(=O)c2ccc(Br)o2)ccc1Br	u	21%	x	x	25%	-2%	50%	x	24%	-12%
18	CCc1ccccc1Nc1nc(N)nc(COC(=O)c2c(C)noc2C)n1	5%	1%	x	-4%	1%	x	-30%	x	-3%	u
19	O=C(Nc1ccccc1F)N(Cc1ccc(F)cc1)Cc1nc2ccccc2c(=O)[nH]1	-2%	5%	-1%	-3%	7%	-12%	-2%	u	-1%	-2%
20	COc1cc(/C=N/NC(=S)NCc2ccco2)cc(OC)c1OC	0%	32%	43%	-5%	-1%	4%	-50%	u	-3%	3%
21	NC(=O)COC(=O)CCCc1c[nH]c2ccccc12	-3%	-2%	-9%	2%	-4%	-9%	2%	-4%	0%	8%
22	CCn1c(C)c(/C=N/Nc2nc3ccccc3s2)c2ccccc21	13µM*	0%	5µM*	0%	u	-4%	-23%	u	12%	x
23	CC(=O)c1cnc2c(-c3ccc(Cl)cc3)c(C)nn2c1C	-4%	8%	-9%	-14%	0%	-8%	-6%	-8%	2%	1%
24	CCCCNC(=O)C(=O)N/N=C/c1ccc(C(=O)OC)cc1	1%	3%	-4%	2%	-4%	-3%	35%	5%	5%	-1%
25	Fc1ccc(NCc2ccccc2F)cc1Cl	-5%	0%	u	10%	2%	-2%	24%	3%	-9%	-10%

The last 2 records of the part above come first, to join the parts.
no.	Molecule	FLuc counter	ELG1 genotox	RORgamma inh	p53 reactivator	NPC1 promoter act	MBNL1-CUG inh	BRCA1 expr up	Gal4-VP16 FLuc	Rab9 prom act	uPA generation
24	CCCCNC(=O)C(=O)N/N=C/c1ccc(C(=O)OC)cc1	1%	3%	-4%	2%	-4%	-3%	35%	5%	5%	-1%
25	Fc1ccc(NCc2ccccc2F)cc1Cl	-5%	0%	u	10%	2%	-2%	24%	3%	-9%	-10%
26	Cn1c(N)c(C(=O)COC(=O)c2cncc(Br)c2)c(=O)n(C)c1=O	-1%	-2%	-18%	-1%	1%	-7%	-59%	0%	-2%	2%
27	COC(=O)c1ccc(COC(=O)c2c(C)nn(Cc3ccccc3Cl)c2Cl)o1	-3%	0%	9%	-6%	-2%	2%	-8%	12%[0.365 µM]	1%	x
28	COc1ccc(-c2nn(C)c3sc(C(=O)NCc4ccco4)cc23)cc1OC	1%	4%	-15%	0%	1%	10%	-10%	-4%	-2%	6%
29	CN1CCN(C(=S)NC(=O)/C=C/c2ccccc2Cl)CC1	u	-2%	2.5µM*	-2%	0%	-11%	-17%	u	-3%	-5%
30	CCOC(=O)C1CCN(Cc2cnc(NC(=O)OC)s2)CC1	-1%	6%	0%	3%	-3%	-6%	3%[1.84 µM]	-4%	-6%	-1%
31	COc1ccc(-c2c[n+]3c(n2-c2c(C)n(C)n(-c4ccccc4)c2=O)CCCCC3)cc1	-3%	-3%	1%	4%	-4%	3%	4%	-2%	-2%	2%
32	CC(=O)c1ccc(N2CCN(C(=O)Nc3ccc(F)cc3F)CC2)cc1	0%	-2%	5%	-5%	-1%	-8%	0%	-10%	-7%	-1%
33	O=C(CC(c1ccccc1)c1cc(Cl)ccc1O)N1CCCC1 (stereo unspecified)	-2%	-6%	30%	-1%	0%	-17%	0%	-8%	-1%	-5%
34	O=c1c2ccccc2ncn1CCOc1ccccc1[N+](=O)[O-]	-17%	u	17%	27%	u	4%	u	-2%	u	13%
35	CC1(C)CC(N(Cc2ccc(F)cc2)C(=O)c2ccc(F)cc2)CCO1 (stereo unspecified)	2%	-5%	22%	-2%	-3%	-1%	-3%	5%	1%	-7%
36	COc1ccc(-n2c(C)cc(C(=O)Cn3nc(C(=O)O)c4ccccc4c3=O)c2C)cc1	24µM*	-2%	22%	1%	-1%	u	-1%	1%	1%	7%
37	Cn1c(SCC(=O)Nc2ccc(F)cc2)nc2c([nH]c3ccccc32)c1=O	1%&0%	u	-14%	2%	2%	-11%	-6%	4%	-11%	6%
38	Cc1ccc(NC2CCCN(C(=O)c3ccccn3)C2)cc1C (stereo unspecified)	-2%	5%	-2%	12%	0%	-3%	-1%	1%	0%	5%
39	O=C(NC(NCc1ccccn1)(C(F)(F)F)C(F)(F)F)c1ccco1	2%	-1%	10µM*	5%	3%	2%	-2%	-15%	-4%	x
40	Cc1ccccc1OCC(=O)N1CCCc2ccccc21	u	7%	10%	15%	13%	x	70%	18%	16%	-5%

Two records picked at random from those above:
no.	Molecule	FLuc counter	ELG1 genotox	RORgamma inh	p53 reactivator	NPC1 promoter act	MBNL1-CUG inh	BRCA1 expr up	Gal4-VP16 FLuc	Rab9 prom act	uPA generation
30	CCOC(=O)C1CCN(Cc2cnc(NC(=O)OC)s2)CC1	-1%	6%	0%	3%	-3%	-6%	3%[1.84 µM]	-4%	-6%	-1%
34	O=c1c2ccccc2ncn1CCOc1ccccc1[N+](=O)[O-]	-17%	u	17%	27%	u	4%	u	-2%	u	13%

Hits appear at their usual frequency; 13% or so of the library scored in one or more.
